Screening data as filed in PubChem BioAssay.
EBI2 antag – EBI2 receptor antagonists, beta-arrestin recruitment, primary screen, cell-based, luminescence, 7a,25-OHC stimulation, uHTS; G-protein coupled receptor 183 (Homo sapiens), P32249; 7a,25-OHC stimulated; inhibition, % at 5 µM; 360,000 compounds, 0.81% hits; AID 651636, 2012; in the data active = inhibition above about 38%;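 note: enzyme fragment complementation signal reports receptor beta-arrestin coupling in cells; 0% = agonist plus DMSO wells and 100% = wells without agonist; some results beyond the cut were filed as inactive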
Target sequence (P32249 whole entry, looked up, the tested form may be a part): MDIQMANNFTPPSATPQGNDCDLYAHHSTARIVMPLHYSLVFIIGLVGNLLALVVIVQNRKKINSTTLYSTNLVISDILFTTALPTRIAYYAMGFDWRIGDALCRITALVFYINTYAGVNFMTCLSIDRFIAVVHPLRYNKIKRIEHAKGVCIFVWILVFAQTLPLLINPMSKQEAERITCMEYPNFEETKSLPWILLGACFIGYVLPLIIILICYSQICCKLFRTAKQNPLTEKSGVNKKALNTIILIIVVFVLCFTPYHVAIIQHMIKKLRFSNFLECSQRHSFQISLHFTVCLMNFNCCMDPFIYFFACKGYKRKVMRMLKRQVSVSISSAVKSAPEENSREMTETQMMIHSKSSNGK
CXCR6 inh – CXCR6 receptor inhibitors, primary screen, cell-based, beta-arrestin, luminescence, CHO-K1 PathHunter, 1536-well; C-X-C chemokine receptor type 6 (Homo sapiens), O00574; inhibition, % at 20 µM; 360,000 compounds, 0.36% hits; in the data active = inhibition above about 34%, passing the limit was not always enough;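 note: antagonist mode with CXCL16 agonist at 10 nM final; 0% = 10 nM CXCL16 with DMSO and 100% = unstimulated wells without agonist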
Target sequence (O00574 whole entry, looked up): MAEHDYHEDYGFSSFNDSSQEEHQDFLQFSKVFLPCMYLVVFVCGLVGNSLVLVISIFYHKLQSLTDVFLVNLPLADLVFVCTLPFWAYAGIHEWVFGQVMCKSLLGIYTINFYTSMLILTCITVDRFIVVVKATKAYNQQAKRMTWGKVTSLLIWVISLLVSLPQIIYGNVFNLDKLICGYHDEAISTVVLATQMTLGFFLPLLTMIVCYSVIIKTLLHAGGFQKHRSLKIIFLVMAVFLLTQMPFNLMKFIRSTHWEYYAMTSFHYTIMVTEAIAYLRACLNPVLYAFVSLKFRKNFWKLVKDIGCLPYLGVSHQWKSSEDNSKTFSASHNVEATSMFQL
An asterisk follows results filed as active. Only part of the results is shown; the hit share may differ from the screen's.

EBI2 antag	CXCR6 inh	structure
-5	4	COc1ccccc1CN1C(=O)C(C)ON=C1c1ccccc1F (stereo not given)
-5	-2	COc1ccc(NC(=O)N(C)[C@H]2C[C@H]3c4[nH]c5ccccc5c4CCN3C(=O)[C@H]2[C@H](C)O)cc1
1	6	CCCN(CCC)Cc1cc(=O)oc2cc(OC)c(Cl)cc12
2	4	C[C@@H]1CN([C@H](C)CO)C(=O)c2cc(Br)cnc2O[C@@H]1CN(C)C(=O)c1ccccc1
4	1	CC1(Oc2ccc(CC#N)cc2)CCN(Cc2ccc(-n3ccnc3)cc2)C1 (stereo not given)
-2	0	Cc1cc(C)cc(Cn2cc(CN3CC(N4CCN(C)CC4)CS3(=O)=O)nn2)c1 (stereo not given)
9	9	COC(=O)c1cc(=O)nc(NN=Cc2ccc(OC)cc2)s1
-11	-2	COc1cc(NC(=O)CCl)ccc(=O)c1
-8	-4	CCOC(=O)C1=C(C)NC(C)=C(C(=O)OCC)C1C(=O)OCC(=O)Nc1ccc(NC(C)=O)cc1
-13	-1	O=C(Nc1ccc(F)c(Cl)c1)C1Cc2c(-c3ccc4c(c3)OCO4)ccnc2O1 (stereo not given)
2	-9	C[C@@H]1CN([C@@H](C)CO)C(=O)CCCn2nncc2CO[C@H]1CN(C)Cc1cccc2c1OCCCO2
-5	0	CC1(C(=O)NS(=O)(=O)C2CC2)CCN(C(=O)c2c(F)cccc2F)C1 (stereo not given)
-7	-4	Cc1c(C(=O)c2ccc(F)cc2F)c2ccccn2c1CCc1ccccn1
73*	-6	Oc1ccc(-c2cnc3c(Nc4cccc(OC(F)(F)C(F)F)c4)nccn23)cc1
-4	8	CC(C)=NNc1cnnc2ccc([N+](=O)[O-])cc12
1	-5	Cc1ccc2c(CN3CCN(c4ccccc4F)CC3)cc(=O)oc2c1
17	11	CC(=O)Nc1cc(-c2ccc(C(=O)NC3CC3)cc2)cn2c(-c3ccc(F)c(Cl)c3)cnc12
3	4	COc1cc(OC)cc(C2=Cc3ccc(OC)cc3C(CC(C)=O)N2c2ccc(-c3cccs3)cc2)c1 (stereo not given)
9	3	CCOC(=O)[C@]12CCC=C1N(Cc1cccc3ccccc13)C(=O)[C@H](CC(=O)N1CCSCC1)C2
-4	-4	COc1ccc(CC(N)c2csc(NC(=O)Nc3ccc(C(C)C)cc3)n2)cc1 (stereo not given)

Structures above printed as active in EBI2 antag:
EBI2 antag	CXCR6 inh	structure
73*	-6	Oc1ccc(-c2cnc3c(Nc4cccc(OC(F)(F)C(F)F)c4)nccn23)cc1

(cont.)
EBI2 antag	CXCR6 inh	structure
-7	1	COc1ccc(C(C)(O)c2nc(-c3cccs3)cs2)cc1 (stereo not given)
5	26	O=C(O)c1ccc(Cl)c(NC(=O)C2CCN(S(=O)(=O)c3cccs3)CC2)c1
-1	5	CCCCOCCCNC(=O)C[C@@H]1C[C@@]2(C(=O)OC)CCCCC=C2N(Cc2ccccc2)C1=O
8	0	CCNC(=O)C1CCCN(C(=O)Cc2ccc3ccccc3c2)CC1 (stereo not given)
-10	-3	CC(C)(C)c1ccc(S(=O)(=O)NC(=O)C2(C)CCN2C(=O)Cc2ccc(Cl)cc2Cl)cc1 (stereo not given)
72*	5	C[C@@H]1CN([C@H](C)CO)S(=O)(=O)c2ccc(C#Cc3ccccc3F)cc2O[C@@H]1CN(C)C(=O)Cc1ccccc1
4	1	COc1ccc(-c2nc3c(Cl)cc(C(F)(F)F)cn3c2Cc2ccccc2C(F)(F)F)cc1OC
-4	-15	C#Cc1cccc(Nc2nc(NCc3ccccc3)nc3ccsc23)c1
-4	2	Cc1nn(CC(=O)NC2CCCCC2)c(C)c1[N+](=O)[O-]
37	0	Cc1ccc(-c2cnc3c(Nc4cccc(OC(F)(F)C(F)F)c4)nccn23)cc1

Ordered by the number under CXCR6 inh (lowest first): some entries from above.
Structure	CXCR6 inh
Oc1ccc(-c2cnc3c(Nc4cccc(OC(F)(F)C(F)F)c4)nccn23)cc1	-6
CCOC(=O)C1=C(C)NC(C)=C(C(=O)OCC)C1C(=O)OCC(=O)Nc1ccc(NC(C)=O)cc1	-4
Cc1nn(CC(=O)NC2CCCCC2)c(C)c1[N+](=O)[O-]	2
COC(=O)c1cc(=O)nc(NN=Cc2ccc(OC)cc2)s1	9

The list continues.
EBI2 antag	CXCR6 inh	structure
22	4	CCOC(=O)C1=CCN(S(=O)(=O)c2ccc(C)cc2)C1c1cccc(Cl)c1 (stereo not given)
11	5	CSc1ccc(Cn2c(C)c(C(=O)NCc3cccc(C(F)(F)F)c3)sc2=O)cc1
3	-3	Cc1ccc(S(=O)(=O)Nc2nc(CN3CCOCC3)nc3sc(C(=O)O)c(C)c23)cc1
8	3	c1ccc(-c2nn3c(-c4ccccc4)nnc3o2)cc1
1	-9	CCOC1=C2CN(S(=O)(=O)c3ccc(C)cc3)[C@H](c3cccs3)C[C@H]2[C@H]2C(=O)N(c3ccccc3)C(=O)[C@H]2C1
3	2	CCOc1ccc(S(=O)(=O)N2CCCC2)c2ccccc12
-3	-6	COc1ccccc1Cc1c(-c2cccc(Cl)c2)nc2ccc(Cl)cn12
-7	-2	CCc1nc2ccc(C(=O)NC3CCN(C)CC3)cn2c1N(C)CCC(C)C
6	8	COC(=O)[C@@]1(Cc2ccc(F)cc2)[C@H]2c3cc(C(=O)N4CCCC4)n(Cc4ccc(OC(F)(F)F)cc4)c3C[C@H]2CN1C(=O)c1ccccc1
-14	1	Cc1cc(C)c(Nc2n[nH]c(=S)s2)cc1C
-6	-5	Cc1ccccc1NS(=O)(=O)c1ccc2c(c1)CCC(=O)N2
-6	-4	CNc1ccc(-c2cccc(C(=O)N3CCOCC3)c2)cn1
9	24	CCCCCCCCN1C(=O)[C@H](CC(=O)NCc2cccs2)C[C@@]2(C(=O)OCC)CCCC=C12
7	1	CNc1ccccc1C(=O)OCC(=O)N1CCc2ccccc2C1
27	3	COc1cccc(CNc2nc3cc(-c4cnn(Cc5ccccc5)c4)sc3c(=O)n2C)c1
0	-6	OC(c1cccnc1)c1nc(/C=C/c2ccc(C(F)(F)F)cc2)cs1 (stereo not given)
-2	-1	Cc1c(C(=O)NNC(=O)c2ccccc2O)oc2ccccc12
-9	0	Cc1sc2ccccc2c1CNC[C@H]1O[C@@H](n2ccc(=O)[nH]c2=O)[C@H](O)[C@@H]1O
-14	0	CCCCCC(=O)N1C[C@H](n2cc(C3CC3)nn2)[C@@H](O)C[C@@H]1c1ccc(OC)cc1
-11	-12	O=[N+]([O-])c1cccnc1C1OCCO1

4 entries picked at random from those above, as already listed:
EBI2 antag	CXCR6 inh	structure
-6	-5	Cc1ccccc1NS(=O)(=O)c1ccc2c(c1)CCC(=O)N2
-9	0	Cc1sc2ccccc2c1CNC[C@H]1O[C@@H](n2ccc(=O)[nH]c2=O)[C@H](O)[C@@H]1O
27	3	COc1cccc(CNc2nc3cc(-c4cnn(Cc5ccccc5)c4)sc3c(=O)n2C)c1
-11	-12	O=[N+]([O-])c1cccnc1C1OCCO1

The list continues.
EBI2 antag	CXCR6 inh	structure
-5	2	CC(C)NC(=O)c1cc(C2CCCCN2S(=O)(=O)c2ccc(F)cc2F)on1 (stereo not given)
1	-8	OC(c1ccc(F)c(F)c1)c1nc(-c2ccoc2)cs1 (stereo not given)
-3	-7	COc1ccc(C(=O)NCCN2CCC(n3c(=O)[nH]c4ccccc43)CC2)cc1F
13	9	Cc1ccc(Cc2c(-c3cccc(Cl)c3)nc3c4ccccc4ccn23)cc1
-12	0	CC(=O)NC(c1ccc(F)c(F)c1)c1nc(-c2ccccc2)cs1 (stereo not given)
-11	-4	CCOc1ccccc1C(=O)NC(C(=O)OCn1nnc2ccccc2c1=O)C(C)C (stereo not given)
-8	-3	C[C@H](CO)N1C[C@H](C)[C@@H](CN(C)C(=O)c2ccc3ccn(C)c3c2)OCc2cn(nn2)CCCC1=O
6	9	CCNC(=O)C1(C)CCCN(Cc2csc3ccccc23)C1 (stereo not given)
-2	1	CC1(C(=O)NS(=O)(=O)c2ccc(F)cc2F)CCN1C(=O)C1(c2ccc(Cl)cc2)CCC1 (stereo not given)
86*	60*	CCC1NC(=O)c2cc3ccccc3cc2-n2c1nc1cc(C)cc(C)c1c2=O (stereo not given)
1	1	CCC(=O)N(C)C[C@@H]1Oc2cc(Br)ccc2S(=O)(=O)N([C@@H](C)CO)C[C@@H]1C
-1	0	Cc1cc(NC(=O)Nc2cccc(Cl)c2)no1
-8	8	CCc1nc2ccc(C(=O)NCc3ccccc3OC)cn2c1N(C)C(=O)Cc1ccccc1
6	4	COCCNc1nc(Nc2ccc(C(=O)OC)cc2)c2sccc2n1
-4	3	O=C(NCc1ccco1)c1cccc2c1C(=O)c1ccc(N3CCC(N4CCCCC4)CC3)cc1S2(=O)=O
-4	-3	Cc1cc(C)c(C(O)c2ncc(-c3ccccc3F)[nH]2)c(C)c1 (stereo not given)
4	1	COc1ccc2c(CN3CCN(c4ccccc4OC)CC3)cc(=O)oc2c1
-14	4	COC(=O)c1cnc(NC(=O)C2(C)CCCN(C(C)=O)C2)s1 (stereo not given)
25	-12	N#Cc1ccc(-c2nc3c4ccccc4ccn3c2Cc2cccc(Cl)c2)cc1
-1	-12	COc1ccc(S(=O)(=O)N2CCN(C(=O)c3ccc(COc4ccccc4)o3)CC2)cc1
-6	-10	O=C(CSc1nnc(-c2c[nH]c3ccccc23)n1C1CC1)NC1CCS(=O)(=O)C1 (stereo not given)
3	-8	COc1ccc(-c2coc3c(C(=O)NCCN4CCOCC4)cccc23)c(C)c1
7	-2	NS(=O)(=O)c1ccc(N2N=C(c3ccccc3)CC2c2ccc(Br)cc2)cc1 (stereo not given)
1	-1	c1ccc(CN2CC[C@@H](Nc3nccn4ccnc34)C2)cc1
-3	-14	COc1cccc(NC(=O)Nc2ccc(F)cc2)c1
2	1	CC1(C(=O)NS(=O)(=O)c2ccccc2)CCN1C(=O)C1(c2ccc(Cl)cc2)CCC1 (stereo not given)
1	0	C[C@H]1CN([C@@H](C)CO)S(=O)(=O)c2ccc(Br)cc2O[C@H]1CN(C)C(=O)Cc1ccccc1
16	15	CCOC(=O)[C@]12CCCC=C1N(Cc1ccc(Cl)cc1Cl)C(=O)[C@H](CC(=O)NCCc1ccccc1OC)C2
17	15	COC(=O)[C@@]1(Cc2ccc(F)cc2)[C@H]2c3cc(C(=O)N(C)C)n(Cc4ccc(C)o4)c3C[C@H]2CN1C(=O)c1ccccc1
17	5	N#Cc1ccc(C(=O)N2CCCCC2c2cc(C(=O)Nc3ccccc3Cl)no2)cc1 (stereo not given)
-5	0	COc1ccccc1-c1cnc2c(c1)C(=O)N([C@@H](C)CO)C[C@@H](C)[C@H](CN(C)C(=O)c1cccnc1)O2
6	0	CC1(C(=O)NS(=O)(=O)Cc2ccccc2)CCN1C(=O)CCc1ccccc1 (stereo not given)
11	-11	CC(=O)Nc1ccc(-c2ccnc3c2CC(C)(C(=O)Nc2ccc4c(c2)OCO4)O3)cc1 (stereo not given)
2	0	N#Cc1cccc(N2[C@@H](Cc3cc4ccccc4n3Cc3ccccc3)COC[C@H]2Cc2ccc3ccccc3c2)c1
4	-10	CC1(C(=O)NS(=O)(=O)C2CC2)CCCN(C(=O)COc2ccc(Cl)cc2Cl)C1 (stereo not given)
-8	-1	Cc1nc(C(F)(F)F)ccc1C(=O)N1CCC1(C)C(=O)NS(=O)(=O)c1ccc(C#N)cc1 (stereo not given)
2	-3	Cc1ccc(C)c(N2N=C(C(=O)OCc3nnc(-c4ccccc4Br)o3)CCC2=O)c1
-4	-4	CCN(CC(=O)Nc1ccc(OC)cc1)C(=O)C1CC(=O)N(Cc2ccccc2)C1 (stereo not given)
-8	-7	CN(Cc1ccccc1)C(=O)[C@@H]1CCCN1C(=O)[C@@H]1CCCN1C(=O)OC(C)(C)C
-4	3	C[C@@H]1CN([C@H](C)CO)C(=O)c2cc(Br)cnc2O[C@H]1CN(C)Cc1ccccc1
8	4	COc1ccccc1-c1csc(C(C)(O)c2ccccc2)n1 (stereo not given)
7	6	CCOC(=O)[C@]12CCCC=C1N(Cc1cccc3ccccc13)C(=O)[C@H](CC(=O)NCc1cccs1)C2
-2	-9	OC1c2cc(Br)ccc2N=C2CCCCCN21 (stereo not given)
-6	1	CC1=C(C(=O)N2CCOCC2)CC(CC(=O)NCc2cccc3ccccc23)C(=O)N1Cc1ccc(F)cc1 (stereo not given)
-3	7	COc1ccc(C(C)(O)c2nc(-c3ccc4c(c3)OCO4)cs2)cc1 (stereo not given)
-6	3	C[C@H]1CN([C@@H](C)CO)C(=O)CCCn2nncc2CO[C@@H]1CN(C)Cc1ccc(Cl)c(Cl)c1
-19	-15	NC(Cc1ccc(Cl)cc1)c1csc(NC(=O)NCC2CCCCC2)n1 (stereo not given)
-7	3	CCOC(=O)[C@]12CCC=C1N(Cc1ccco1)C(=O)[C@H](CC(=O)N1CCCC1)C2
-2	-1	CC(C)OC(=O)N(C)C[C@H]1OCc2cn(nn2)CCCC(=O)N([C@H](C)CO)C[C@@H]1C
0	-4	O=C(Nc1nnc([C@@H]2C[C@H](O)[C@@H](CO)O2)s1)Nc1ccccc1Oc1ccccc1
